Screening data deposited in PubChem by several laboratories.
Insulin prom up – MIN6 insulin promoter up-regulation; MIN6 insulin promoter-GFP reporter, high-content imaging; hits give high values; z-score at 5 µM; 190,000 compounds, 0.3% hits;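 active = z-score above 3 at 5 µM with at least 500 cells counted in the well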
Autophagy mod – alters autophagy in cells; MEF GFP-LC3 puncta imaging; test concentration mostly 10 µM; calls only at 10 µM (by protocol); 190,000 compounds, 0.98% hits; AID 463193;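 active = percentage of spot-positive cells more than 3 SD above its plate mean, without a fluorescence outlier flag or 80% toxicity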;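 also: spot-positive cell cutoff set from DMSO-treated cells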
PMI inhibitors – inhibitors of human PMI, primary screen, biochemical, fluorescence intensity, coupled assay (AID 1209) | purified PMI enzyme, coupled fluorescence intensity; higher % means a stronger effect | one-dose inhibition, % at 20 µM; IC50 in µM for titrated hits | 190,000 compounds, 0.42% hits;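 also: plate controls were DMSO vehicle for no effect and wells lacking substrate for full effect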
b-catenin transl – beta-catenin nuclear translocation modulation | nuclear translocation activity, % at 5 µM | HeLa beta-catenin nuclear translocation, immunofluorescence imaging | AID 1665 | 190,000 compounds, 0.3% hits;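 active = nuclear translocation activity above 50% at 5 µM, with a well cell count of 50 or more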;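 also: per-cell ratio of nuclear to cytoplasmic median beta-catenin stain intensity; plate controls were DMSO negative control for no effect and GSK-3 inhibitor IX positive control for full effect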
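assay system = human HeLa cells, endogenous beta-catenin | times = compound treatment 24 h, 37°C, 5% CO2 | detection = Anti-beta-catenin immunofluorescence on PFA-fixed, Triton-permeabilized cells, DAPI nuclei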
Dynein cargo inh – dynein cargo transport inhibition. 3617.4 mouse cells, GR-EGFP nuclear translocation imaging; test concentration mostly 20 µM; stimulated with dexamethasone, 1 µM; hits give low values. z-score, hits read low. 220,000 compounds, 0.47% hits. AID 1381;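 active = plate z-score of nuclear minus cytoplasmic receptor signal below a set negative limit, without overly bright fluorescence or cell loss, cut at about -3.5 in these data, passing the limit was not always enough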;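 also: z-score of nuclear minus cytoplasmic ring GR-EGFP intensity difference per well; some compounds called inactive have numbers as strong as hits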
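Buffer or medium – tet-free medium with charcoal-stripped serum · Signal – automated 10x imaging of fixed Hoechst-stained cells · Also added – dexamethasone agonist, 1.0 µM final, for 30 min · Incubation – induction 48 h, compound 1 h, agonist 30 min · Read-out – GR-EGFP nuclear translocation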
MT stabilizer – stabilizes microtubules in HeLa cells | HeLa tubulin immunostaining HCS, 24 h; share of cells brighter than vehicle mean+2SD | % tubulin-high responders, % at 10 µM | 200,000 compounds, 0.83% hits | AID 2205;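 active = plate Z-score above 3 for both tubulin-high and condensed-nucleus cell shares, with cell loss under 80%, at 10 µM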;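 also: anti alpha tubulin signal scored within the nucleus-defined area of each cell; some results filed as inactive read as strong as hits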
Yfh1-depleted yeast – enhancers of respiration in Yfh1-depleted yeast, dose response, Friedreich's ataxia, plus single-dose screen (AID 1465) | S. cerevisiae Yfh1-off respiration, WST-1 reduction, 72 h; higher fold induction means a stronger effect | fold induction at 50 µM; hits with a dose series show EC50 in µM | 220,000 compounds, 0.074% hits;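 active = fold induction of absorbance versus untreated yeast above a set limit, then at least 30% activation at any dose in follow-up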;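 also: activators that raise dye reduction in frataxin-depleted yeast; strong numbers were not always called active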
WT yeast gro inh – growth inhibition of WT yeast, mitochondrial fusion screen; mitochondrial fusion phenotypic screen, WT strain; inhibition, % at 10 µM; 190,000 compounds, 2.1% hits; in the data active = inhibition above about 58%; tested in S. cerevisiae
PMI inhibition – human PMI inhibitors, high substrate, primary screen, biochemical, fluorescence intensity, high mannose 6-phosphate (AID 1220) | recombinant PMI enzyme, coupled fluorescence intensity; higher % means a stronger effect | one-dose inhibition, % at 20 µM; IC50 in µM for titrated hits | 190,000 compounds, 0.66% hits
WT yeast gro inh mutant strain – recorded beside WT yeast gro inh, whose call it bears; inhibition, %; mitochondrial fusion phenotypic screen, mutant strain inhibition
Dynein cargo inh cytoplasmic EGFP – second read-out of Dynein cargo inh, no call of its own (marks repeat the call); z-score; measured here: cytoplasmic GR-EGFP intensity; hits give high values
Dynein cargo inh nuclear GR-EGFP – further read-out of Dynein cargo inh, marked with its call; z-score; measured here: nuclear GR-EGFP intensity;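 lower value marks the stronger effect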
Dynein cargo inh cell count – second read-out of Dynein cargo inh, no call of its own (marks repeat the call); z-score; measured here: cell count per field
Insulin prom up cell count – also measured in Insulin prom up; calls as there; cell count; measured here: cytotoxicity, nuclei count;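 total cells summed across four imaged fields per well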
b-catenin transl cell count 5 µM – also measured in b-catenin transl; calls as there; cell count; measured here: cell count, cytotoxicity flag
MT stabilizer Hoechst-high % – recorded beside MT stabilizer, whose call it bears; % Hoechst-high responders; measured here: nuclear condensation Hoechst responders;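 share of cells brighter than vehicle mean plus two SD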
MT stabilizer cytotoxicity % – recorded beside MT stabilizer, whose call it bears; toxicity, %; measured here: cytotoxicity by cell density;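 0% = mean cell density of plate MIN control wells and 100% = no cells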
Autophagy mod cell loss 18 h – recorded beside Autophagy mod, whose call it bears; toxicity, %; measured here: cell loss, nuclei count;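 cell loss after 18 h compound exposure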
* = called active by the depositor; i = inactive; x = not tested or not shown. Rule as the data show it, unless noted: active = inhibition above about 50%; inactive = the rest.

molecule	Insulin prom up	Insulin prom up cell count	Autophagy mod	Autophagy mod cell loss 18 h	PMI inhibitors	b-catenin transl	b-catenin transl cell count 5 µM	Dynein cargo inh	Dynein cargo inh cytoplasmic EGFP	Dynein cargo inh nuclear GR-EGFP	Dynein cargo inh cell count	MT stabilizer	MT stabilizer Hoechst-high %	MT stabilizer cytotoxicity %	Yfh1-depleted yeast	WT yeast gro inh	WT yeast gro inh mutant strain	PMI inhibition
O=C(Nc1ccc(S(=O)(=O)Nc2ncccn2)cc1)C1=NN(c2ccccc2)C(=O)CC1	0.32	1432	x	x	x	-2.8	1120	-1.13	-0.0173	-0.471	0.515	x	x	x	i	x	x	x
CC(=O)C(/C=N/c1cc(-c2ccc(C)cc2)nn1-c1ccccc1)=C(\C)O	0.91	1148	i	-12.3	13.6%	-0.6	1074	-0.405	-0.119	-0.084	0.746	4.3	3.1	5.4	i	-2.9	-7.1	2.0%
CCCCCCCCOC1OC(CO)C(O)C(O)C1NC(C)=O (stereo unspecified)	-0.04	1581	i	-1.5	-1.0%	0.3	1294	-0.482	-0.228	-0.387	0.506	1.2	0.7	4.7	i	-9.0	-4.1	2.4%
Fc1ccc(-c2nc3n(n2)Cc2ccccc2-3)cc1	x	x	i	-4.3	4.7%	x	x	-0.822	-0.236	-0.446	-0.639	2.6	2.9	3.6	i	28.9	28.3	-0.8%
CC1=C(c2ccccc2)C(=S)NC(C)(C)C1	-0.06	1127	x	x	x	-2.0	1346	-0.241	-0.259	-0.0155	0.587	x	x	x	i	x	x	x
O=C(Nc1cccc(Cl)c1)ON=C1c2ccccc2-c2ccccc21	1.05	1546	i	-31.0	12.1%	3.5	1359	2.14	-0.182	1.93	-1.3	2.0	2.5	6.1	i	24.4	9.0	7.7%
CC(NC(=O)NC1CCCCC1)C(c1cccs1)N1CCN(C)CC1 (stereo unspecified)	-0.43	1821	i	6.3	13.7%	-1.2	1069	0.0824	-0.151	0.254	-0.199	6.0	2.5	7.7	i	1.4	8.1	18.1%
COc1ccccc1NC(=S)NNC(=O)c1cc(C)nn1C	-0.13	992	i	-41.5	-7.6%	-1.2	1210	0.00685	-0.2	-0.193	1.37	3.9	2.5	5.0	i	13.6	8.5	-11.4%
COc1ccc(CCNC(=O)c2ccc(CNS(=O)(=O)c3cc(C)ccc3C)cc2)cc1OC	0.05	894	i	-6.4	6.3%	x	x	-0.526	-0.231	0.0976	0.856	2.7	1.6	4.8	i	7.1	-0.9	2.9%
N#CCCN1CCN(C(CNS(=O)(=O)c2ccc(Cl)cc2)c2ccccc2)CC1 (stereo unspecified)	-0.37	1186	i	6.2	8.2%	-6.9	953	-0.309	-0.196	0.0764	0.202	5.9	3.2	11.8	i	8.0	-4.8	10.3%

The final 2 compounds of the section above are carried over, then new ones follow.
molecule	Insulin prom up	Insulin prom up cell count	Autophagy mod	Autophagy mod cell loss 18 h	PMI inhibitors	b-catenin transl	b-catenin transl cell count 5 µM	Dynein cargo inh	Dynein cargo inh cytoplasmic EGFP	Dynein cargo inh nuclear GR-EGFP	Dynein cargo inh cell count	MT stabilizer	MT stabilizer Hoechst-high %	MT stabilizer cytotoxicity %	Yfh1-depleted yeast	WT yeast gro inh	WT yeast gro inh mutant strain	PMI inhibition
COc1ccc(CCNC(=O)c2ccc(CNS(=O)(=O)c3cc(C)ccc3C)cc2)cc1OC	0.05	894	i	-6.4	6.3%	x	x	-0.526	-0.231	0.0976	0.856	2.7	1.6	4.8	i	7.1	-0.9	2.9%
N#CCCN1CCN(C(CNS(=O)(=O)c2ccc(Cl)cc2)c2ccccc2)CC1 (stereo unspecified)	-0.37	1186	i	6.2	8.2%	-6.9	953	-0.309	-0.196	0.0764	0.202	5.9	3.2	11.8	i	8.0	-4.8	10.3%
COc1ccc(S(=O)(=O)NC(CC(=O)NCC2CCCO2)c2ccco2)cc1 (stereo unspecified)	0.48	1733	i	-16.7	8.8%	0.2	1063	-0.604	-0.217	-0.101	0.478	4.7	2.5	9.5	i	13.2	6.0	8.0%
O=c1c(-c2ccc(O)cc2O)coc2cc(O)cc(O)c12	0.15	1371	i	2.9	6.6%	0.1	1089	-0.0218	-0.241	0.134	0.489	3.6	2.3	9.5	i	4.2	14.6	5.5%
CCOC(=O)CN1CC23C=CC(O2)C(C(=O)Nc2ccc(C(C)=O)cc2)C3C1=O (stereo unspecified)	0.29	1979	x	x	10.5%	-0.4	1151	-0.36	-0.258	0.0411	0.241	3.8	2.5	5.7	i	-6.6	-9.3	7.5%
CC(C)OC(=O)CC12CN(C)CC(CC(=O)OC(C)C)(CN(C)C1)C2=O	0.83	1612	i	1.3	0.8%	0.3	1330	-0.33	-0.21	-0.794	0.247	1.7	1.7	4.8	i	5.2	18.3	-0.7%
CCn1c(SCC(=O)Nc2ccc(OC)c(OC)c2)nnc1-c1c[nH]c2ccccc12	x	x	i	-3.9	9.6%	2.3	1066	-0.487	-0.0602	-0.0504	-0.245	1.6	4.4	10.5	i	-13.6	-41.4	5.5%
O=C(COc1ccc(-c2ccccc2)cc1)NN=C1CCCC1	0.71	1677	i	9.7	4.0%	1.3	988	-0.226	-0.293	-0.0115	0.459	2.3	1.0	1.0	i	2.2	-3.4	1.9%
O=C(CC(C(=O)N1CCc2ccccc21)n1ccnc1)NCC1CCCO1 (stereo unspecified)	2.23	1647	i	20.3	-6.3%	0.3	1445	-0.0763	-0.289	0.199	-0.387	5.4	4.4	8.2	i	2.7	4.7	-4.2%
Cn1c(O)c(N=NC(=O)CNC(=O)c2ccco2)c2ccccc21	1.07	1546	i	12.7	2.7%	0.1	1087	-0.393	-0.282	-0.229	0.523	3.4	2.8	1.2	i	-18.8	-0.2	-1.8%
Cc1nc2ccc([N+](=O)[O-])cc2[nH]1	0.35	1310	i	-4.7	-19.8%	0.6	1150	0.9	-0.094	0.585	-1.44	2.2	2.4	7.6	i	-0.1	-18.9	-8.6%
O=C1CC(C(=O)Nc2cccc(F)c2)n2ncnc2N1 (stereo unspecified)	0.02	1070	i	3.8	-14.7%	-1.1	1157	-0.749	-0.338	-0.876	-0.385	1.4	2.8	7.5	i	-15.0	8.6	-11.9%

(more compounds)
molecule	Insulin prom up	Insulin prom up cell count	Autophagy mod	Autophagy mod cell loss 18 h	PMI inhibitors	b-catenin transl	b-catenin transl cell count 5 µM	Dynein cargo inh	Dynein cargo inh cytoplasmic EGFP	Dynein cargo inh nuclear GR-EGFP	Dynein cargo inh cell count	MT stabilizer	MT stabilizer Hoechst-high %	MT stabilizer cytotoxicity %	Yfh1-depleted yeast	WT yeast gro inh	WT yeast gro inh mutant strain	PMI inhibition
O=C(Nc1cccc(S(=O)(=O)N2CCCCC2)c1)c1ccc(OCC2CCCO2)cc1 (stereo unspecified)	-1.65	1292	i	-3.5	-13.1%	1.2	1077	0.795	-0.142	0.752	-1.37	4.6	1.3	10.9	i	-0.6	1.2	2.6%
OC(COCCC12CC3CC(CC(C3)C1)C2)CN1CCCCC1 (stereo unspecified)	x	x	i	-6.9	-1.1%	x	x	-1.26	-0.428	-0.768	0.466	0.9	1.4	3.4	i	45.5	58.0	1.7%
Cc1nnc(N/N=C/c2c[nH]c3ccccc23)[nH]c1=O	1.48	1071	x	x	x	-1.8	1328	-0.23	-0.269	0.775	-0.00566	x	x	x	i	x	x	x
O=C(N/N=C/c1ccc(OCc2cnc(Cl)s2)cc1)c1ccncc1	0.11	1582	i	27.2	-14.2%	-2.0	1104	1.49	1.42	1.35	-1.48	3.1	0.8	15.7	i	-3.2	-0.5	-13.1%
O=C1Nc2ccccc2/C1=C/c1cnc(-c2ccccc2)[nH]1	0.07	1254	x	x	x	0.0	1344	-1.82	7.62	0.346	0.91	x	x	x	i	x	x	x
COc1ccc(N2C(=O)C3CCCN3C2c2ccc(Cl)cc2)cc1 (stereo unspecified)	-0.52	949	i	4.5	-1.4%	x	x	-0.18	-0.247	0.0225	0.474	2.2	3.4	7.4	i	13.3	7.8	-4.2%
CCOC(=O)c1ccc(N2C(=O)CC(Sc3nnc(C)s3)C2=O)cc1 (stereo unspecified)	-0.58	1470	i	2.8	-4.5%	-1.8	978	-3.53*	1.31*	-0.933*	-1.74*	4.5	2.5	6.8	i	34.8	34.9	-21.3%
CCn1c(SCC(=O)c2cccs2)nnc1-c1cccs1	0.85	1185	i	-41.8	-10.8%	-0.4	1123	-0.618	-0.346	-0.357	0.771	3.8	1.7	1.5	i	-4.4	8.5	-6.3%
Cc1ccc(-c2cc(-c3c(C)nn(C)c(=O)c3N)[nH]n2)cc1	0.14	1113	x	x	x	-0.1	1298	-0.985	-0.284	-0.496	0.38	x	x	x	i	x	x	x

Some values from the list.
`O=C(COc1ccc(-c2ccccc2)cc1)NN=C1CCCC1` | Dynein cargo inh cell count: 0.459
`CC(C)OC(=O)CC12CN(C)CC(CC(=O)OC(C)C)(CN(C)C1)C2=O` | MT stabilizer cytotoxicity %: 4.8
`Cc1nnc(N/N=C/c2c[nH]c3ccccc23)[nH]c1=O` | Dynein cargo inh cell count: -0.00566
`O=c1c(-c2ccc(O)cc2O)coc2cc(O)cc(O)c12` | Dynein cargo inh nuclear GR-EGFP: 0.134
